ERG Ets-DNA blk: qHTS for Small Molecule Inhibitors of the ERG Ets/DNA interaction. hit rate 0.028% among 370,000. Potency, µM (titrated, usually from 76.9 µM), without a hit: top-dose FP activity, negative = inhibition, usual class: inhibitors. fluorescence polarization, His-ERG Ets domain / labelled DNA. Transcriptional regulator ERG (Homo sapiens), P11308. AID 624246, 2012; active = well fitted inhibition curve with a large enough effect in the polarisation, with a control signal flat; inconclusive = small, poorly fitted or top-dose-only effect, or effect the other way, or a change in a side signal; inactive = no such curve, though single readings can be large or run the other way; the % refers to the polarisation;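 note: polarization taken with two DNA probes labelled with fluorescein and Texas red; potency is the fitted concentration of half-maximal effect; % of control where 0% means no effect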
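His-tagged ERG Ets domain (1 uM in the protein solution; 300mM KCl, 50mM Tris-HCl, 1mM EDTA, 1mM DTT, pH 7.5) received compound, then a probe mix of 5 nM fluorescein-DNA and 100nM Texas-615-DNA. Fluorescence polarization was read for both dyes.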
LDHA inh: qHTS assay for inhibitors of human lactate dehydrogenase; L-lactate dehydrogenase A chain (Homo sapiens), P00338; purified LDHA, NADH/diaphorase-resazurin fluorescence; active compounds read low; activity change, % (values are at about 110 or 230 µM); hit rate 0.15% among 480,000; AID 1347041, 2019; in the data active = activity change below about -30%; inconclusive = mostly about -25% to -30%;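 note: plate controls were DMSO wells for no effect and wells without enzyme for full effect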
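Resorufin fluorescence (ex540/em590), read at 0 and 20 min after diaphorase/resazurin addition, reports the NADH left after a 5 min room-temperature reaction of 2 nM human LDH5 with 0.06 mM NADH and 0.2 mM pyruvate.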
Vif-A3G inh: qHTS for Inhibitors of Vif-A3G Interactions: qHTS. AID 602310, 2012. hit rate 0.076% among 410,000. Potency, µM (doses to about 46.1 µM), for inactives: top-dose activity, negative = active, usual class: inhibitors. DNA dC->dU-editing enzyme APOBEC-3G (Homo sapiens), Q9HC16. HeLa A3G-eYFP + Vif (tagged APOBEC3G with the HIV-1 protein that degrades it), YFP fluorescence, overnight;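 note: potency is the fitted concentration of half-maximal effect; % is set by controls: 0 for no effect and ±100 for the full control effect; nearly all actives have a fitted effect of over 60% in size; hits raise eYFP signal because A3G escapes Vif-driven loss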
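Read-out is eYFP fluorescence (Ex 488/Em 500-530) from Vif-expressing HeLa A3G-eYFP cells; more signal means A3G escaped Vif-mediated degradation. Cells plated overnight, compound pinned in, incubated overnight at 37 deg C.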
Glioma ERSR ind: qHTS for Inducers of the Endoplasmic Reticulum Stress Response (ERSR) in Human Glioma: qHTS. U87-MG GRP78 promoter luciferase reporter, 16 h. Potency, µM, without a hit: at the top dose activation, most hits filed as activators. hit rate 0.02% among 420,000. AID 602332, 2012; note: potency is the fitted concentration of half-maximal effect; series mostly up to about 76 µM; % of control where 0% means no effect; nearly all actives have a fitted effect of over 35% in size
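Stably transfected U87-MG glioma cells carrying a GRP78-based luciferase sensor; 16 h compound incubation. Luminescence end-point read 10 min after Bright-Glo addition at room temperature.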
RGS4 inhibitor: Inhibitors of Regulator of G Protein Signaling (RGS) 4: qHTS; Transcreener GDP fluorescence polarization, RGS4-accelerated GTP hydrolysis; Potency, µM (series often up to 114 µM), for the others: at the highest dose activity change, negative = inhibition, most hits filed as inhibitors; hit rate 0.039% among 390,000; AID 504845, 2011; note: potency is the fitted concentration of half-maximal effect; % is set by controls: 0 for no effect and ±100 for the full control effect; nearly all actives have a fitted effect of over 75% in size; some results filed as inactive show a strong effect at the top dose
Target sequence (P49798 whole entry, looked up): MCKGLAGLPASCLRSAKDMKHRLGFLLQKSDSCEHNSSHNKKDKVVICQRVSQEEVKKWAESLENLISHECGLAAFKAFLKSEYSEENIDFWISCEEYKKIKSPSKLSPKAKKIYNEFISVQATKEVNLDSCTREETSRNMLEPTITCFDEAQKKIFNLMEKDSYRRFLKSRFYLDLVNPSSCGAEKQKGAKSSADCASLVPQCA
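MLSMR compounds (23 nl, pin-transferred) preincubated 10 min at room temperature with a 500nM (2x) first reagent, then RGS4 at 900nM (2x) plus Transcreener GDP mix added; fluorescence polarization (620/688 nm) read before and after 90 min at 30 °C.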
D2 ag: HTS Assay for Allosteric Agonists of the Human D2 Dopamine Receptor: Primary Screen for Agonists; D(2) dopamine receptor (Homo sapiens), P14416; HEK293 T-REx D2 cells, calcium flux agonist mode; activation, % at 2 µM; hit rate 0.53% among 340,000;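 active = activation over 3 SD above normal in the single-dose calcium agonist read, cut at about 30% in these data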; note: 0% is about no effect
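HEK293 Trex D2 cells, tetracycline-induced, o/n 30 C 5% CO2; no-wash Ca dye, RT 30–90 min; 10-cycle baseline, 23 nl cpd added, kinetic Ca read 180 s; agonist hits = positive Ca response.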
D2 antag: HTS Assay for Allosteric Antagonists of the Human D2 Dopamine Receptor: Primary Screen for Antagonists; hit rate 2% among 340,000; HEK293 TREx D2 cells, calcium flux, dopamine EC80; inhibition, % at 10 µM; AID 485344, 2010; in the data active = inhibition above about 30%; note: 0% is about no effect
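Inhibition of EC80 dopamine-driven calcium flux, recorded kinetically, defines activity here; cells are a tetracycline-induced HEK293 T-REx line expressing force-coupled D2.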
Vif-APOBEC3F blk: qHTS for Inhibitors of Vif-A3F Interactions: qHTS; Potency, µM (titrated, usually from 46.1 µM), inactives show at the top dose activity, negative = active; HeLa A3F-eYFP + Vif (tagged APOBEC3F with the HIV-1 protein that degrades it), YFP fluorescence increase; hit rate 0.2% among 390,000; note: potency is the fitted concentration of half-maximal effect; % of control where 0% means no effect; nearly all actives have a fitted effect of over 65% in size
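Fluorescence increase (Ex 488/Em 500-530) after overnight compound treatment at 37 deg C flags inhibition of Vif-driven A3F-eYFP loss in stable HeLa A3F-eYFP/Vif cells seeded overnight beforehand.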
ALOX12 inh: Primary qHTS assay for inhibitors of human arachidonate 12S-lipoxygenase (ALOX12): Round 2 | Polyunsaturated fatty acid lipoxygenase ALOX12 (Homo sapiens), P18054 | purified 12hLO, xylenol orange hydroperoxide absorbance | Potency, µM (series often up to 108 µM), for the others: at the top dose activity change, negative = inhibition, usual class: inhibitors | hit rate 1.1% among 580,000 | AID 1671190, 2021; note: potency is the fitted concentration of half-maximal effect; % is set by controls: 0 for no effect and ±100 for the full control effect
Target sequence (P18054 whole entry, looked up): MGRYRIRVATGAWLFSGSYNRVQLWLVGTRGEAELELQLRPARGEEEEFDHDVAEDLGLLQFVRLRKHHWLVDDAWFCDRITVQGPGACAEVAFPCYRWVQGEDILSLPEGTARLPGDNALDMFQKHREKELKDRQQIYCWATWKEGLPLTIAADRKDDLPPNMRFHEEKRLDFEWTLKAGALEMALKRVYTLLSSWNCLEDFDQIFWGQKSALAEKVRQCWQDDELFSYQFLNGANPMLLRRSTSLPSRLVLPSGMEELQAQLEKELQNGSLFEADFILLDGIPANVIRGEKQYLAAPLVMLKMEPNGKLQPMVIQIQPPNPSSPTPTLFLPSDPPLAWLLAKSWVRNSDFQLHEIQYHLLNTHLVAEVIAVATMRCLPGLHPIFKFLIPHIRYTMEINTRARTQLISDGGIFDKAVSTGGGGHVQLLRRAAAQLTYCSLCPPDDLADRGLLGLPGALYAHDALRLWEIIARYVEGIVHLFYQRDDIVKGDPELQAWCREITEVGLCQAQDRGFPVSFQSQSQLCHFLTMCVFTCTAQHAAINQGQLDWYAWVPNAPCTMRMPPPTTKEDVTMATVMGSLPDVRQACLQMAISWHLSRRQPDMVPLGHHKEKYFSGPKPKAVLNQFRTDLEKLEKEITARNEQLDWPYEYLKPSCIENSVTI
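Purified human 12hLO at 150 nM in 25 mM Hepes, 0.01% Triton X-100, pH 7.0, preincubated 15 min at room temperature with compound. Reaction started with 40 uM arachidonic acid, 30 min at room temperature. Hydroperoxide measured by Fe-xylenol orange, 573/405 nm absorbance ratio.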
The depositor's hits bear a star; ? = inconclusive; · = no result given; & = joins results of further samples; [ ] = another dose, or the depositor's remark. Unless noted, calls come from the whole dose curve; as a rule, active = well fitted curve in the direction sought with a large enough effect; inconclusive = small, poorly fitted or top-dose-only effect, or another doubt; inactive = no such curve, though single readings can be large; an effect the other way counts as inactive or inconclusive. Not all compounds are listed, so the mix of outcomes need not match the whole.

1. COCc1ccc(CN2CCC(N3CCC(C(=O)N4CCCC4)CC3)CC2)o1
2. O=C(CCCCn1c(=O)c2ccccc2n(CC(=O)Nc2ccccc2)c1=O)NCc1ccccc1Cl
3. CCOc1ncccc1C(=O)Nc1ccc(OC)c(S(=O)(=O)N2CCCCC2)c1
4. CC(C)n1nnnc1SCC(=O)Nc1ccc2c(c1)OCO2
5. O=C1C(O)CCN1C1CCCCC1 (centres undefined)
6. Cc1ccc(CNC(=O)c2c(-c3ccccc3)sc3ccccc23)o1
7. Cc1cccc(CSc2nnc(N)n2-c2ccccc2)c1
8. O=C(CCl)NNc1cccc(Cl)n1
entry no.,1,2,3,4,5,6,7,8
ERG Ets-DNA blk,-2%,4%,-4%,-4%,5%,-2%,-5%,5%
LDHA inh,0,1,-4,1,-7,-1,-12,23
Vif-A3G inh,1%,0%,-3%,-1%,0%,10%,0%,-3%
Glioma ERSR ind,-4%,-3%,-5%,2%,-2%,-3%,-1%,2%
RGS4 inhibitor,14%,-5%,-7%,25%,37%,-29%,-11%,-51%
D2 ag,0.4,-0.5,2.3,0.5,·,·,0.4,1.0
D2 antag,7,·,-5,1,·,·,-45,14
Vif-APOBEC3F blk,6%,0%,3%,·,0%,-3%,-1%,5%
ALOX12 inh,-2%,-6%,6%,6%,23%,-23%,2%,?

9. Cc1ccc(N(C(=O)CNC(=O)c2ccco2)C(C(=O)NCC2CCCO2)c2ccccc2)c(C)c1 (centres undefined)
10. OC(COc1ccc(Br)cc1)CN1CCN(c2ccccc2)CC1 (centres undefined)
11. C#CCN(CC(=O)OCC)S(=O)(=O)CCNC1CC1
12. CCc1ccc(-c2nnn(CC(=O)N(C3CCCC3)C3CCS(=O)(=O)C3)n2)cc1 (centres undefined)
13. O=C(Nc1cccc(-c2csc(Nc3ccc(Cl)cc3)n2)c1)c1ccccc1
14. CC(OC(=O)CN(C)S(=O)(=O)c1ccc(Cl)cc1)C(=O)Nc1ccc(N2CCOCC2)cc1 (centres undefined)
15. CCc1ccc(NC(=O)COC(=O)/C=C/c2ccco2)cc1
16. Nc1nc(N)c2[nH]c(=S)[nH]c2n1
entry no.,9,10,11,12,13,14,15,16
ERG Ets-DNA blk,4%,8%,·,8%,23%,1%,3%,31%[activator]
LDHA inh,-5,-1,-2,1,-3,-3,-5,-8
Vif-A3G inh,-2%,0%,0%,-5%,-13%,-2%,-1%,-5%
Glioma ERSR ind,-5%,-4%,-3%,-2%,-2%,2%,3%,-1%
RGS4 inhibitor,-38%,-9%,·,-31%,?,-23%,23%,-25%
D2 ag,1.1,61*,·,·,0.3,-0.5,·,·
D2 antag,-28,81*,·,·,10,-6,·,·
Vif-APOBEC3F blk,-7%,-4%,·,-8%,-4%,·,-12%,7%
ALOX12 inh,46%,-3%,?,-1%,?,353%[activator],?,?

17. CCOC(=O)CN1C(=O)S/C(=C\c2ccc(-c3cccc(C(=O)O)c3C)o2)C1=O
18. CN(C)S(=O)(=O)c1cc(NC(=O)c2ccc(-n3ccnc3)c([N+](=O)[O-])c2)ccc1Cl
19. Cc1cc(NC(=O)c2cccc([N+](=O)[O-])c2)no1
20. O=C1/C(=C/c2ccc(O)c([N+](=O)[O-])c2)SC(=S)N1Cc1ccccc1
21. CCOC(=O)N1CCN(CC(O)COC2CC(C)CC(C)(C)C2)CC1 (centres undefined)
22. COc1ccc(CN2CCNC(=O)C2CC(=O)N(C)Cc2ccno2)c(F)c1 (centres undefined)
23. CC(NC(=O)c1ccccc1)C(=O)NC1CCCc2ccccc21 (centres undefined)
24. CC1CCCCN1C(=O)CSc1nc(N)cc(=O)[nH]1 (centres undefined)
entry no.,17,18,19,20,21,22,23,24
ERG Ets-DNA blk,-2%,4%,4%,12%,6%,-3%,-1%,-6%
LDHA inh,2,-3,-5,-7,0,-1,-7,-2
Vif-A3G inh,1%,0%,1%,-3%,0%,0%,-3%,2%
Glioma ERSR ind,6%,-2%,-1%,-2%,-3%,-6%,-2%,0%
RGS4 inhibitor,11%,-24%,-25%,-3%,-28%,4%,32%,5%
D2 ag,·,-1.0,·,3.2,-0.9,0.2,1.0,1.0
D2 antag,·,-26,·,1,3,7,-18,-19
Vif-APOBEC3F blk,17%,-3%,-24%,-9%,0%,2%,0%,-3%
ALOX12 inh,3%,3%,196%[activator],-18%,-12%,1%,-12%,10%

A second format for some results above:
#	mol	ERG Ets-DNA blk	LDHA inh	Vif-A3G inh	Glioma ERSR ind	RGS4 inhibitor	D2 ag	D2 antag	Vif-APOBEC3F blk	ALOX12 inh
19	Cc1cc(NC(=O)c2cccc([N+](=O)[O-])c2)no1	4%	-5	1%	-1%	-25%	·	·	-24%	196%[activator]
24	CC1CCCCN1C(=O)CSc1nc(N)cc(=O)[nH]1 (centres undefined)	-6%	-2	2%	0%	5%	1.0	-19	-3%	10%
22	COc1ccc(CN2CCNC(=O)C2CC(=O)N(C)Cc2ccno2)c(F)c1 (centres undefined)	-3%	-1	0%	-6%	4%	0.2	7	2%	1%

(more compounds)
25. CCC(=O)N1CCc2cc(S(=O)(=O)NCc3ccc(C)cc3)ccc21
26. Cc1ccc(S(=O)(=O)/N=C/c2ccc(N(C)C)cc2)cc1
27. CC1(C)Cc2c(c(N3CCOCC3)nc3sc4c(NCc5ccco5)nnnc4c23)CS1
28. CCOc1ccc(-n2c(C)nc(O)c2N=Nc2ccccc2)cc1
29. CCC(C)NS(=O)(=O)c1cc2c3c(c1)CCN3C(=O)CC2 (centres undefined)
30. Cc1ccc(-c2nc(N/N=C/c3ccncc3)c3ccccc3n2)cc1
31. CC(C(=O)Nc1ccc(F)c(F)c1)N1CCN(C)CC1 (centres undefined)
32. O=C(NC1CCCCCC1)C(=S)N1CCOCC1
entry no.,25,26,27,28,29,30,31,32
ERG Ets-DNA blk,2%,-3%,-5%,3%,-3%,6%,0%,-10%
LDHA inh,-9,-1,0,3,-1,-9,-30*,-11
Vif-A3G inh,-5%,0%,-2%,-2%,0%,-13%,2%,0%
Glioma ERSR ind,0%,-2%,0%,2%,-5%,-6%,4%,3%
RGS4 inhibitor,17%,5%,10%,4%,-5%,?,19%,-64%
D2 ag,0.1,0.5,0.7,-0.1,0.2,·,0.2,0.9
D2 antag,·,-1,-3,25,11,·,2,-7
Vif-APOBEC3F blk,0%,-15%,·,2%,1%,-24%,-2%,1%
ALOX12 inh,1%,2%,5%,-9%,10%,-1%,?,?

33. CCCCC(=O)Oc1ccc2oc(-c3ccc(OC)cc3)cc(=O)c2c1
34. COc1ccc(N2CCN(C(=O)c3c(Cl)cnn3C)CC2)cc1
35. Cc1ccc(C(=O)O)cc1-n1c(C)ccc1-c1ccccc1
36. COc1cc(C(=O)N2CCN(S(=O)(=O)c3cc(C)ccc3C)CC2)ccc1OCC(=O)N1CCOCC1
37. COc1cc(C(=O)NCC(=O)NCCSc2ccc(Br)cc2)cc(OC)c1OC
38. CCCN(CCC)CCCNC(=O)C1CCN(S(=O)(=O)c2cccc3nsnc23)CC1
39. CN(Cc1ccc(C(F)(F)F)cc1)C(=O)c1ccc2ccccc2n1
40. O=C(NC(C(=O)N1CCCC1C(=O)O)=C1CCCCC1)c1ccccc1 (centres undefined)
41. Cc1noc(C)c1CN1C(=O)NC2(CCc3ccccc3C2)C1=O (centres undefined)
entry no.,33,34,35,36,37,38,39,40,41
ERG Ets-DNA blk,0%,-5%,0%,25%,-3%,10%&-5%,9%,0%,0%
LDHA inh,-1,-1,-1,-8,-5,-6&12,-1,-2,-7
Vif-A3G inh,-3%,1%,-5%,-8%,-3%,1%&1%,7%,-1%,1%
Glioma ERSR ind,1%,-3%,0%,-1%,-2%,2%&-2%,-8%,-7%,-5%
RGS4 inhibitor,-25%,4%,-10%,18%,-33%,-20%&-4%,8%,-1%[11.4 µM],30%[11.4 µM]
D2 ag,-1.1,0.1,0.0,·,-0.7,0.5&-0.1,0.1,0.4,0.4
D2 antag,·,-1,·,·,-13,-3,19,·,-3
Vif-APOBEC3F blk,-4%,1%,-4%,6%,0%,2%&-5%,3%,-5%,5%
ALOX12 inh,-8%,?,?,15%,0%,-4%&-6%,-16%,-20%,-5%

Compound activity (PubChem)
